# GLS inh = inhibitors of human glutaminase (GLS) | GLS enzymatic activity, qHTS titration | Potency, µM (doses to about 45.5 µM), without a hit: at the top dose activity change, negative = inhibition, actives largely listed as inhibitors | hit rate 0.21% among 410,000 | O94925; also: potency is read from the fitted curve at half-maximal effect; % is scaled to controls: 0 for no effect and ±100 for the full control effect
# Target sequence (O94925 whole entry, looked up): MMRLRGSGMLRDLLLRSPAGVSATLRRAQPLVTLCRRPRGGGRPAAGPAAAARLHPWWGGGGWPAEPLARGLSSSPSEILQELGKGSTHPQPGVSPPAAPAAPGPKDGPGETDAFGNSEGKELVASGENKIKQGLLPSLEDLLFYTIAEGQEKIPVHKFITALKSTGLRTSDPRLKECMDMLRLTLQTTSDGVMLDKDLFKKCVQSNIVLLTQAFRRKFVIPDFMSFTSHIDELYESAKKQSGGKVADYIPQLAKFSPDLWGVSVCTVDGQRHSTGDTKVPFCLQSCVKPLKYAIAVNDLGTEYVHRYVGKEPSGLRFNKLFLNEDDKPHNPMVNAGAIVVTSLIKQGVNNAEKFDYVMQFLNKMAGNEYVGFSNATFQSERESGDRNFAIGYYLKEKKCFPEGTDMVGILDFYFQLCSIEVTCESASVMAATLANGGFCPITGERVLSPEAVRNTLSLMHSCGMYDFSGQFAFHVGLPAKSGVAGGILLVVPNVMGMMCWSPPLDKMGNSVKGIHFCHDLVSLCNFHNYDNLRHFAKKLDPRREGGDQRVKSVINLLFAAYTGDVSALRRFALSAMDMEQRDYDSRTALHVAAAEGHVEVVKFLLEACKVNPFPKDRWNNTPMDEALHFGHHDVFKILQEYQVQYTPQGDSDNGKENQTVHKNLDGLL
#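 Coupled fluorescence readout: glutamate oxidase/HRP/Amplex Red detect glutamate formed by hKGA from L-glutamine (1 mM solution added). Buffer 45 mM KH2PO4 pH 8.2, 0.02% Tween-20; reads at t0 and 30 min RT.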
# BAZ2B block = inhibitors of human BAZ2B bromodomain; Potency, µM (titrated, usually from 114 µM), without a hit: at the highest dose activity change, negative = inhibition, usual class: inhibitors; AID 504333; hit rate 4.4% among 360,000; AlphaScreen BAZ2B-H3K14Ac peptide displacement; Q9UIF8; also: potency is read from the fitted curve at half-maximal effect; % is scaled to controls: 0 for no effect and ±100 for the full control effect; nearly all actives have a fitted effect of over 60% in size
#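 Complex of BAZ2B and biotin-H3K14Ac (50 nM apiece) forms over 30 min at RT, then faces library compounds up to 110 uM for another 30 min; AlphaScreen beads added, 20 min dark incubation, luminescence read.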
# Pin1 inh = human Pin1 inhibition; Q13526; Pin1 FP peptide displacement, HiFluor488, 10 min; Potency, µM (titrated, usually from 115 µM), without a hit: at the top dose activity, negative = inhibition, most hits filed as inhibitors; hit rate 0.009% among 390,000; active = well fitted inhibition curve with a large enough effect in the polarisation, with a control signal flat, not every such curve was filed as active; inconclusive = small, poorly fitted or top-dose-only effect, or effect the other way, or a change in a side signal; inactive = no such curve, though single readings can be large or run the other way; the % refers to the polarisation; also: potency is read from the fitted curve at half-maximal effect; % is scaled to controls: 0 for no effect and ±100 for the full control effect
# JMJD2A Tudor = inhibitors of human JMJD2A Tudor domain | hit rate 4.4% among 390,000 | AlphaScreen JMJD2A-Tudor / H3K4me3 peptide binding | Potency, µM (titrated, usually from 114 µM), for the others: top-dose activity change, negative = inhibition, usual class: inhibitors | O75164; also: potency is read from the fitted curve at half-maximal effect; % is scaled to controls: 0 for no effect and ±100 for the full control effect; nearly all actives have a fitted effect of over 50% in size
# PI4K2A inh = inhibitors of human PI4K2A. Q9BTU6. purified PI4K2A, ADP-Glo luminescence, 1 h; hits give low values. activity change, negative = inhibition, % at 76.9 µM. hit rate 0.13% among 420,000; in the data active = activity change below about -50%; inconclusive = mostly about -30% to -49%;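 also: -100% = wells without enzyme as full effect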
#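 ADP-Glo luminescence measured ADP generated by PI4K2A enzyme (4 ug/mL before mixing) with 1.2 mM PI substrate (pre-mix) and 300 microM ATP (pre-mix). Tris pH7.5 buffer with MgCl2, Triton X-100; 1 h reaction at ambient temperature.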
# PGK inhibitor = T. brucei PGK inhibition; Potency, µM (titrated, usually from 57.5 µM), for inactives: at the highest dose activity change, negative = inhibition, most hits filed as inhibitors; PGK/GAPDH coupled, Kinase-Glo luminescence, 60 min; AID 602233; P07378; hit rate 0.043% among 380,000; also: potency is read from the fitted curve at half-maximal effect; % is scaled to controls: 0 for no effect and ±100 for the full control effect; nearly all actives have a fitted effect of over 60% in size
# Target sequence (P07378 whole entry, looked up): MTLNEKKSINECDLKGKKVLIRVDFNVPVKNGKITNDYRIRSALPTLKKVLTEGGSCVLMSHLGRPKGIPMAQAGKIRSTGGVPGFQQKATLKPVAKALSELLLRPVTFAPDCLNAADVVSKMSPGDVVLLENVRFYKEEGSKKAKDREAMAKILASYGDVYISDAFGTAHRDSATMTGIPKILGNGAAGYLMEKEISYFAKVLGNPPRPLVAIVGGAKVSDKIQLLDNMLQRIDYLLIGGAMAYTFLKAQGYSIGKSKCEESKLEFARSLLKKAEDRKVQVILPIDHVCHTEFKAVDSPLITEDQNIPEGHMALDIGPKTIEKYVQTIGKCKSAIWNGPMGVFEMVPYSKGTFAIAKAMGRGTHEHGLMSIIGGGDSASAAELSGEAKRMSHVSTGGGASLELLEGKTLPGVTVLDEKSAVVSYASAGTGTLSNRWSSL
#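 Recombinant glycosomal PGK reaction used 1,3-bisphosphoglycerate generated in-well by GAPDH (100nM final) in 100mM TEA pH 7.6, 5mM MgCl2, 0.01% Tween-20. After 60 minutes at room temperature, ATP was read by Kinase-Glo Plus luminescence end-point.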
# HP1b chromo inh = HP1-beta chromodomain-methylated histone interaction inhibition; P83916; AlphaScreen HP1-beta / biotin-H3K9me3 peptide binding; Potency, µM (top dose mostly 114 µM), without a hit: top-dose activity change, negative = inhibition, most hits filed as inhibitors; hit rate 0.56% among 390,000; AID 540317; also: potency is read from the fitted curve at half-maximal effect; nearly all actives have a fitted effect of over 70% in size; inactives centre near 23
#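 HP1-beta protein (50 nM final) preincubated 30 min at room temperature with biotinylated H3(1-18)K9me3 peptide (50 nM) in PBS pH 7.4, 0.01% Tween-20, then compound added for 30 min. AlphaScreen streptavidin donor/nickel chelate acceptor beads (10 ug/mL final), 30 min dark, luminescence read.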
# G9a block = blocks human histone lysine methyltransferase G9a. Q96KQ7. G9a H3K9 monomethylation, AlphaScreen, 2 h. Potency, µM (highest dose often 102 µM), for inactives: top-dose activity, negative = inhibition, most hits filed as inhibitors. hit rate 8.8% among 350,000. AID 504332; also: potency is read from the fitted curve at half-maximal effect; % is scaled to controls: 0 for no effect and ±100 for the full control effect; nearly all actives have a fitted effect of over 75% in size
#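 G9a (20 nM) preincubated 15 min RT with compounds, then 500 nM biotinylated H3K9 peptide and 20 uM SAM added; 2 h RT reaction. Monomethyl-H3K9 product detected by AlphaScreen with anti-H3K9me1 antibody, streptavidin donor and anti-rabbit IgG acceptor beads.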
# POLH inh = blocks human DNA polymerase eta activity; Q9Y253; recombinant Pol eta, fluorescent DNA replication assay; Potency, µM (top dose mostly 114 µM), for the others: at the highest dose activity change, negative = inhibition, most hits filed as inhibitors; hit rate 1.2% among 390,000; also: potency is read from the fitted curve at half-maximal effect; % is scaled to controls: 0 for no effect and ±100 for the full control effect
#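 Fluorescent replication assay: 50 nM final substrate added after a 15 min room-temperature compound preincubation with 10 nM enzyme. Signal taken at 0 min and again at 10 min.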
# * marks the source's active call; other numbers are inactive results; i = inactive; ? = inconclusive; . = not tested or not shown; & = joins results of further samples; [ ] = another dose, or the depositor's remark. Unless noted, calls follow the shape of the dose curve; as a rule, active = well fitted curve in the direction sought with a large enough effect; inconclusive = small, poorly fitted or top-dose-only effect, or another doubt; inactive = no such curve, though single readings can be large; an effect the other way counts as inactive or inconclusive. An excerpt. The share of hits here may be higher or lower than overall.
SMILES,GLS inh,BAZ2B block,Pin1 inh,JMJD2A Tudor,PI4K2A inh,PGK inhibitor,HP1b chromo inh,G9a block,POLH inh
CCN(CC)c1ccc(N=Cc2c(O)n(-c3ccccc3)c(=O)[nH]c2=O)cc1,3%,?,?,-5%,-8,0%,20%,?,-10%
CN(C)C(=O)OCc1n(C)cc[n+]1C,1%,9%,4%,-10%,4,10%,20%,2%[59 µM],-7%
CCOP(=O)(C#CC(C)(C)C)C1(O)CCCCC1 (stereo not drawn),-14%,-7%,-1%,-1%[11.4 µM],2,-6%,55%[activator],-7%,-7%
C[C@]12CCC3C(CC[C@H]4C[C@H](O)CC[C@]34C)C1C[C@@H](O)[C@@H]2O (stereo partly drawn),-14%,.,-3%,-21%,-9,-3%,5%[57 µM],.,-8%
CCC(C)N1CCN(C(=O)COc2ccc3ccccc3c2)CC1 (stereo not drawn),13%,18µM*,0%,2.8µM*,2,-8%,50µM*,1.8µM*,-5%
CCSc1nnc(NC(=O)c2cccn(Cc3ccccc3Cl)c2=O)s1,-4%,2%,-7%,-8%,-8,-10%,19%[57 µM],2%[59 µM],-12%
O=C(Cc1ccccc1)N1CCN(C2CCCCCC2)CC1,-4%,50µM*,-1%,79µM*,-3,-4%,79µM*,32µM*,-5%
CC1=CC(=Cc2sc3ccccc3[n+]2C)C=C(C)O1,-4%,-25%,4%,-12%,6,i,20%,50µM*,-11%
CN1CSC(=S)N(C)C1,19%,3%,0%,-13%,2,2%,-3%,?,0%
CCN1CCN(Cc2ccc(C)cc2C)CC1,-2%,?,-5%,-17%,1,-6%,56%[activator],56µM*,?
CCCCn1c(=O)c(C(=O)NCc2ccc(Cl)cc2)c(O)c2ccccc21,1%,24%,-1%,71%[activator],3,-1%,137%[activator],.,-13%
Cc1ccc(NC(=O)CSc2nc(-c3ccco3)cc(C(F)(F)F)n2)c(C)c1,1%,1%,7%,4%,-2,-9%,42%[activator],16%[59 µM],3%
CCCCCCCCC(=O)NCc1ccc(O)c(OC)c1,29%&22%,9%,-3%,-18%,-1&2,-5%,2%,?,-12%
Cc1nn(CC(C)C)c(Cl)c1C(=O)NC1CCCC1,1%,.,.,.,-4,-9%,.,.,-22%
COc1ccccc1N1C(=O)NC(=O)C(CCc2ccncc2)(CCc2ccncc2)C1=O,-5%,-11%,2%,1%,0,i,23%,9%[59 µM],-6%
O=C(/C=C/c1ccccc1)NC(=S)N1C[C@H]2C[C@H](C1)c1cccc(=O)n1C2,8%,-2%,-8%,-24%,3,1%,9%,32µM*,-18%
Cc1cc(NC(=O)COC(=O)c2c(C)nn(Cc3ccccc3)c2C)no1,-5%,-1%,2%,5%,-7,-1%,34%,-17%,-4%
Brc1ccc2[nH]cc(/C=N/N3CCCCC3)c2c1,21%,45µM*,9%,50µM*,-2,-1%,?,?,-16%
COc1ccc(N=C(C)c2c(O)n(C3CCCCC3)c(=O)[nH]c2=O)c(OC)c1,-2%,12%,20%,-16%,3,3%,45%[activator],-3%[59 µM],9%
COC(=O)C1=C(C)N(Cc2ccco2)C(=O)/C1=C\c1ccc(N(C)C)cc1,15%,?,?,16µM*,-3,-2%,-73%,?,-15%
CCc1nc(N2CCNCC2)c(C#N)c2c1CSC(C)(C)C2,14%,4%,9%,-33%,8,-8%,-2%,?,0%
Cc1ccccc1-n1c(O)c(/C=N/N2CCOCC2)c(=O)[nH]c1=S,26%,?,42%[activator],-29%,-4,-8%,18%,?,-10%
CN(C)C(=O)Oc1cccc(-c2cn3cc(Cl)ccc3n2)c1,6%,-1%,-2%,-6%,-2,-5%,35%,0%[59 µM],-15%
COc1ccc(S(=O)(=O)NC(CC(=O)N2CCC3(CC2)OCCO3)c2ccco2)cc1 (stereo not drawn),6%,-3%,0%,-2%,1,0%,2%,-3%[12.7 µM],-7%
COc1ccc(NC(=O)N(C)C[C@H]2Oc3c(NC(=O)Nc4ccccc4)cccc3C(=O)N([C@H](C)CO)C[C@@H]2C)cc1,10%,.,?,-18%,0,10%,33%,.,-24%
# (further entries)
SMILES,GLS inh,BAZ2B block,Pin1 inh,JMJD2A Tudor,PI4K2A inh,PGK inhibitor,HP1b chromo inh,G9a block,POLH inh
O=c1ccc2cc(O[C@@H]3O[C@H](CO)[C@@H](O)[C@H](O)[C@H]3O)c(O)cc2o1,12%,.,-9%,-16%,-3,i,27%,.,-1%
CCOC(=O)c1cnc(N2CC2)nc1N,-5%,.,0%,-21%,-1,-9%,13%[57 µM],.,-13%
CC(=NCCN1CCOCC1)c1c(O)n(Cc2ccccc2)c(=O)[nH]c1=O,0%,14%,-3%,?,-1,-1%,32%,.,-2%
CCN1c2nc3ccccn3c(=O)c2CC2(C(=O)N(C)C(=O)N(C)C2=O)C1C (stereo not drawn),2%,5%,-5%,-17%,4,-12%,18%,18%[59 µM],6%
C[C@]12CCC3C(CC[C@H]4C[C@H](O)CC[C@]34C)C1[C@@H](O)[C@@H](O)[C@@H]2O (stereo partly drawn),-9%,.,5%,-3%,49,-7%,24%,.,-22%
COCCNCCOc1ccc(C(C)(C)c2ccccc2)cc1,5%,?,-5%,32µM*,-1,i,?,11µM*,-4%
CCCCC(=O)N/N=C/c1c(O)n(C2CC2)c(=S)[nH]c1=O,1%,?,2%,-8%,-1,1%,38%,6%[59 µM],-14%
O=c1c2ccccc2nc(-c2ccc(-c3ccccc3)cc2)n1-c1ccncc1,16%,-30%,-6%,?,1,-1%,-4%,-4%[59 µM],-7%
Cc1c(C(=O)N2CCC(Cc3ccccc3)CC2)sc2ncnc(N3CCC(C)CC3)c12,-10%,-6%,39%[activator],-11%,1,i,33%,-28%,-20%
O=c1[nH]c(=S)n(C2CC2)c(O)c1C=NCC1CCCO1 (stereo not drawn),-11%,-10%,5%,-1%,1,-8%,21%,-33%,-6%
CCCCn1c(O)c(C(C)=NCCc2c[nH]c3ccccc23)c(=O)[nH]c1=O,1%,?,7%,?,-3,0%,9%,.,-9%
c1cc2c(cc1C1OCC3C(c4ccc5c(c4)OCO5)OCC13)OCO2 (stereo not drawn),-1%,.,1%,-4%,-11,-2%,82%[activator],.,-10%
CCCN1CC[C@@H]2c3cc(O)ccc3CC[C@@H]21,60%[activator],0%,-3%,-7%,0&-3,i,45%[activator],6%[12.7 µM],-8%
CC12CN3CC(C)(CN(C1)C3c1cccs1)C2 (stereo not drawn),-7%,11%,-1%,3%,-9,-2%,-9%,-3%,-11%
CCOc1ccc(/C=C/C(=O)C(C(N)=O)=C2SCCS2)cc1,-3%,?,?,-5%,-6,i,22%,-27%[59 µM],-9%
CCc1ccccc1NC(=O)CNC1CCCCC1,-1%,-36%,?,-13%,2,i,49%[activator],-14%,-20%
CCOC(=O)c1ccc(N2C(=O)c3n[nH]c(-c4cccs4)c3C2c2ccc(OC)cc2OC)cc1 (stereo not drawn),2%,.,9%,?,-4,-4%,2%,-2%[59 µM],-16%
Cc1ccc(-n2sc3ccccc3c2=O)cc1,?,7.9µM*,7%,7.1µM*,-8,3%,?,1.1µM*,-19%
CN(C)c1ccc([N+](=O)[O-])c([N+](=O)[O-])c1,-13%,.,-1%,-20%,5,-3%,-21%,.,1%
C[C@H](CO)N1C[C@H](C)[C@@H](CN(C)C(=O)Nc2ccccc2)Oc2c(NS(=O)(=O)c3ccc(F)cc3)cccc2C1=O,4%,.,4%,-6%,4,4%,48%[activator],.,-9%
O=C1NC(=O)N(c2ccccc2F)C(=O)/C1=C/c1cn(CC(=O)N2CCOCC2)c2ccccc12,-18%,-1%,17%,0%,-19,-5%,39%[activator],16µM*,2%
Fc1ccc2c(c1)nnn2C1CCN(Cc2ccccc2)CC1,2%,10%,-7%,-13%,-1,i,53%[activator],-7%[2.33 µM],-7%
Cc1c(-c2cccc(Cl)c2)nc2ccccc2c1C(=O)N1CCC2(CC1)OCCO2,-5%,-7%,-10%,-16%,-4,-2%,16%,.,-17%
Cc1ccc(S(=O)(=O)N2CCC(C(=O)N3CCC4(CC3)OCCO4)CC2)cc1,-3%,34%[activator],0%,-6%,-1,-3%,20%,71%[activator][12.7 µM],-5%
CC(C)CCC1(CCc2ccncc2)C(=O)NC(=O)NC1=O,-13%,-3%,0%,-22%,3,i,11%,-6%[59 µM],5%
# (more compounds)
SMILES,GLS inh,BAZ2B block,Pin1 inh,JMJD2A Tudor,PI4K2A inh,PGK inhibitor,HP1b chromo inh,G9a block,POLH inh
CN1CCN(c2c(N)c(=O)oc3ccccc23)CC1,?,-4%,1%,-21%,1,-11%,-1%,?,3%
O=C(c1ccc2nc3ccc(Cl)cc3c(=O)n2c1)N1CCC2(CC1)OCCO2,0%,.,-3%,-4%,-3,-6%,38%,.,-15%
CCN(CC)c1ccc(C2C(C(N)=O)=C(C)Nc3nc(SCc4ccccc4)nn32)cc1 (stereo not drawn),-3%,-7%,?,-2%,-5,-8%,33%[activator],-1%[59 µM],-6%
COC(=O)C1=C(c2c(C)noc2C)C[C@@H]2CC[C@H]1N2C(=O)NC(C)C,-4%,7%,-1%,-9%,-2,1%,51%[activator],5%[0.501 µM],-11%
CCN1CCN(C(=O)Cc2ccc(C)cc2)CC1,6%,-11%,5%,-6%,-1,2%,27%,7%,-11%
COC(=O)C1=C(c2ccccc2OCc2ccccc2)C[C@@H]2CC[C@H]1N2C(=O)NCc1ccc(Br)cc1,3%,-3%,3%,-31%,-2,-1%,46%[activator],8%[0.501 µM],?
CC1(C)CN=C(Nc2ccccc2C(F)(F)F)S1,-9%,6%,-5%,-4%,4,-7%,30%,10%,2%

# Screening data: PubChem, National Center for Advancing Translational Sciences (NCATS)
